Screening results from PubChem.
EPAC1 antag – qHTS for Antagonist of cAMP-regulated guanine nucleotide exchange factor 3 (EPAC1): primary screen. EPAC1 GEF assay, Rap1b-BODIPY-GDP exchange fluorescence. Rap guanine nucleotide exchange factor 3 (Homo sapiens), O95398. 0.14% of 360,000 active. Potency, µM (titrated, usually from 115 µM), for inactives: at the highest dose activity change, negative = inhibition, hits mostly inhibitors;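 also: potency is read from the fitted curve at half-maximal effect; plate controls were vehicle for no effect and positive control for full effect; nearly all actives have a fitted effect of over 50% in size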
PI5P4Ka inh – qHTS for Inhibitors of phosphatidylinositol 5-phosphate 4-kinase (PI5P4K); Phosphatidylinositol 5-phosphate 4-kinase type-2 alpha (Homo sapiens), P48426; PI5P4Kalpha enzyme, ADP-Glo luminescence, 60 min; active compounds read low; max response, %; 1.2% of 330,000 active; AID 652105, 2013; active = max response of -50% or lower; inconclusive = between -30% and -50%; inactive = -30% or higher; also: value at the top dose of about 77 µM; % is scaled to controls: 0 for no effect and ±100 for the full control effect
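Enzyme plus substrate dispensed, test compounds pinned in, then ATP (5 microM final) added. After 60 min at RT, ADP-Glo reagent 1 for 45 min and reagent 2 for 30 min preceded luminescence imaging.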
IL-2 act – qHTS of IL-2 Activators; activation, % (series mostly up to about 46 µM); IL-2 activation reporter assay, cell-based qHTS; stimulated with anti-CD3/CD4/CD28 beads; in transgenic mouse T cells; 0.065% of 360,000 active; in the data active = activation above about 50%; inconclusive = mostly about 30% to 49%; also: 0% is about no effect
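Unstimulated transgenic mouse T cells preincubated 60 min with compound, then stimulated with anti-CD3/anti-CD4-coated beads plus anti-CD28 for 18 h at 37 degrees C. IL-2 response read as EGFP and DsRed fluorescence by plate cytometry.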
EPAC1 agonist – qHTS for Agonist of cAMP-regulated guanine nucleotide exchange factor 3 (EPAC1): primary screen; Rap guanine nucleotide exchange factor 3 (Homo sapiens), O95398; EPAC1 agonist qHTS, biochemical assay; response scale: 100% = response to 6.5 mM cAMP; Potency, µM (top dose mostly 154 µM), without a hit: at the top dose activation, most hits filed as activators; 0.073% of 360,000 active; AID 720707, 2013; also: potency is read from the fitted curve at half-maximal effect; nearly all actives have a fitted effect of over 60% in size
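Nucleotide exchange by EPAC1 (100 nM) on Rap1B–BODIPY-GDP (250 nM) in the presence of 50 uM GDP is tracked fluorescently at 480/540 nm over 30 min. Signals are normalized to a 6.5 mM cAMP control.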
Abeta rescue – qHTS for compounds that reverse cellular toxicity of Amyloid beta (A-beta) peptide in yeast: Primary Screen. yeast expressing A-beta42, growth rescue, OD600, 48 h; response scale: 0% DMSO, 100% iron-clioquinol control. AID 1347071, 2019. Potency, µM (titrated, usually from 46.1 µM), for inactives: at the top dose growth rescue, actives largely listed as activators. 0.063% of 410,000 active; also: potency is read from the fitted curve at half-maximal effect; nearly all actives have a fitted effect of over 55% in size
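Growth rescue measured by 600 nm absorbance after 48 h yeast culture at 30 C with compound. Values normalized between DMSO and an equimolar ferric chloride plus clioquinol control.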
PLK1 PBD block – qHTS for Inhibitors of PLK1-PDB (polo-like kinase 1 - polo-box domain): Primary Screen; Plk1 PBD binding of FITC phosphopeptide, fluorescence polarization; Potency, µM, for the others: max response, negative = inhibition, usual class: inhibitors; 2.8% of 360,000 active; also: potency is read from the fitted curve at half-maximal effect; series mostly up to about 57 µM; % is scaled to controls: 0 for no effect and ±100 for the full control effect; nearly all actives have a fitted effect of over 65% in size
FUS yeast rescue – qHTS for Suppressors of FUS Proteinopathy: Primary screen using FUS-linked yeast assay; 0.24% of 390,000 active; Potency, µM (titrated, usually from 76.6 µM), for inactives: at the highest dose growth rescue (activation), actives largely listed as activators; S. cerevisiae FUS-expressing, growth rescue, OD600, 24 h;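 also: potency is read from the fitted curve at half-maximal effect; plate controls were DMSO vehicle for no effect and reference control for full effect; nearly all actives have a fitted effect of over 55% in size; some results filed as inactive show a strong effect at the top dose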
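FUS-expressing yeast, raffinose-pregrown, induced in 2% galactose minimal medium at OD 0.005; compounds in a dilution series, 24hr at 30C. Growth restoration read as absorbance at 600 nm. CP55940 positive control, DMSO negative.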
WRN helicase inh – qHTS for Inhibitors of WRN Helicase; WRN helicase unwinding, fluorescent forked duplex, kinetic; Potency, µM (highest dose often 114 µM), for the others: at the top dose activity change, negative = inhibition, usual class: inhibitors; 0.46% of 360,000 active; AID 651768, 2012; Bifunctional 3'-5' exonuclease/ATP-dependent helicase WRN (Homo sapiens), Q14191; also: potency is read from the fitted curve at half-maximal effect; % is scaled to controls: 0 for no effect and ±100 for the full control effect; nearly all actives have a fitted effect of over 55% in size
Target sequence (Q14191 whole entry, looked up): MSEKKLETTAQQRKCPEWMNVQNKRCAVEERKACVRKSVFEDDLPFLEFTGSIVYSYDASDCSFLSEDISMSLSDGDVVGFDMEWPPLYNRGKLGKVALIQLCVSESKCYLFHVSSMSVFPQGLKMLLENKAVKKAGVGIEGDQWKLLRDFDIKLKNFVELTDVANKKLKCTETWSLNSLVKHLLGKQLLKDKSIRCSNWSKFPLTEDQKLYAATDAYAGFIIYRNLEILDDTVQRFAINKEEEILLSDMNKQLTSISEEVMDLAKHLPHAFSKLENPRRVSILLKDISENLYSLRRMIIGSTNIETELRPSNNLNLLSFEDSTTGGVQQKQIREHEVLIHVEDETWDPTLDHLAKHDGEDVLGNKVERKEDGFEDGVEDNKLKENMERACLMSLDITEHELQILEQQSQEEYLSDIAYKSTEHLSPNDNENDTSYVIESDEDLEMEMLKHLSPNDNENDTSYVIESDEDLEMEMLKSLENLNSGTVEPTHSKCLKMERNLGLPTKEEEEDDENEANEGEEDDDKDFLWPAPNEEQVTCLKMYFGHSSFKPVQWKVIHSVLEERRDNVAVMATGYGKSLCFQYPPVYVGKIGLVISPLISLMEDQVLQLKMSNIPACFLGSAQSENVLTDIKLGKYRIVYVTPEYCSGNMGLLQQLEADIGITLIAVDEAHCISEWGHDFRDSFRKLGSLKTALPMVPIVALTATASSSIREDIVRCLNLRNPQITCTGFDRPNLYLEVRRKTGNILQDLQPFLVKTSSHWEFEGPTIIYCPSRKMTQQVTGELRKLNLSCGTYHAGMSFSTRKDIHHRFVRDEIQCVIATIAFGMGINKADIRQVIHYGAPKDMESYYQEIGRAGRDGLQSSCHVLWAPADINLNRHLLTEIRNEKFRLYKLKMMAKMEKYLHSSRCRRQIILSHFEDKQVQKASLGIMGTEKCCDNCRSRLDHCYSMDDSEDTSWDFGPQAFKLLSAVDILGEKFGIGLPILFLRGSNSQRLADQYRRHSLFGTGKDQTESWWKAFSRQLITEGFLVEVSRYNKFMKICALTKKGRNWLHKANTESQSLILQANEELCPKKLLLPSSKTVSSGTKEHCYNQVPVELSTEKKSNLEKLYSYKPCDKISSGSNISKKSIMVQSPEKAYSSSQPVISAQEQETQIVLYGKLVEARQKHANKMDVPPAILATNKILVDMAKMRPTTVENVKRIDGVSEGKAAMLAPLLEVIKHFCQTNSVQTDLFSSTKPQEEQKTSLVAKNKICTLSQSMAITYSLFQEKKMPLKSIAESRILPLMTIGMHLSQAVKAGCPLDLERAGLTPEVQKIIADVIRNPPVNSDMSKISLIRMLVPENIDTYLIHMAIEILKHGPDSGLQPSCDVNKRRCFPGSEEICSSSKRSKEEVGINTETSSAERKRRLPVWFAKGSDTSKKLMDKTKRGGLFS
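Primary qHTS, 1536-well format. 20 nM WRN + compound, 15 min RT; start with 100 nM forked fluorophore/quencher duplex, 2 mM ATP (final); kinetic read ex 525/em 598 nm.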
* hit, by the source's call; ? = inconclusive; . = no result given; & = joins results of further samples; [ ] = dose if it differs, or a comment. Unless noted, calls follow the shape of the dose curve; as a rule, active = well fitted curve in the direction sought with a large enough effect; inconclusive = small, poorly fitted or top-dose-only effect, or another doubt; inactive = no such curve, though single readings can be large; an effect the other way counts as inactive or inconclusive.

entry | compound | EPAC1 antag | PI5P4Ka inh | IL-2 act | EPAC1 agonist | Abeta rescue | PLK1 PBD block | FUS yeast rescue | WRN helicase inh
1 | CCOCCn1c(SCc2cccc(C)c2)nc2c1c(=O)[nH]c(=O)n2C | 7% | -2 | -1.1 | -11% | -1% | -3% | -2% | -3%
2 | Cc1ccc(/C=N/NC(=O)c2ccc(N(C)S(=O)(=O)c3ccccc3)cc2)cc1 | 11% | -5 | -0.7 | 12% | 18% | -6% | 25% | 0%
3 | CC(=O)O[C@H]1C(=O)[C@@]2(C)C([C@H](OC(=O)c3ccccc3)[C@]3(O)C[C@H](OC(=O)[C@H](O)[C@@H](NC(=O)c4ccccc4)c4ccccc4)C(C)=C1C3(C)C)[C@]1(OC(C)=O)CO[C@@H]1C[C@H]2O (stereo not given in full) | -7% | -6 | 0.6 | -15% | -12% | 1% | ? | 4%
4 | COc1cc2c(cc1O)CC[n+]1cc3c(OC)c(OC)ccc3cc1-2 | -29% | 0 | 2.0 | -26% | -2% | -5% | -31% | 3%
5 | Cc1cccc(OCCC(=O)NNC(=O)Cn2nc(C)cc2C)c1 | 2% | 1 | -0.6 | 6% | 23% | 2% | . | 2%
6 | COC/C=C/C1=CC2=CC(=O)C(C)(OC(=O)c3cnc4ccccc4n3)C(=O)C2=CN1Cc1ccc(OC)cc1 (stereo not given) | ? | -15 | -0.2 | -13% | 6% | -18% | ? | -16%[57.1 µM]
7 | O=C(COC(=O)CNC(=O)C1CCCCC1)Nc1ccccc1OC(F)F | 1% | 5 | -1.9 | 10% | -10% | -6% | . | -21%
8 | Cc1ccc(CN(C(=O)c2ccco2)C(C(=O)NC2CCCC2)c2cccnc2)cc1 (stereo not given) | -20% | 2 | -0.9 | 6% | 19% | -2% | -2% | 9%
9 | CCCSc1nc2sc3c(c2c(=O)[nH]1)CC(C)(CC)OC3 (stereo not given) | 6% | -8 | 1.0 | 0% | -5% | -13% | 1% | 12%
10 | C=CCCC(=O)N1C[C@H]2CON(C)[C@H]2C[C@H]1c1ccc(N2CCCCC2)cc1 | 15% | -4 | 0.6 | -4% | -7% | 7% | -10% | 4%
11 | O=C(c1cccnc1)N1CCCc2ccccc21 | 12% | . | -1.9 | -5% | 5% | 1% | 19% | 8%
12 | O=C1[C@H]2[C@@H](c3ccc(Cl)cc3)N3C(=O)N(c4cccc(Cl)c4)C(=O)[C@@]3(Cc3ccc(Cl)cc3)[C@H]2C(=O)N1C1CCCCC1 | -4% | -1 | 0.1 | 0% | 6% | 3% | ? | 1%
13 | O=C(COc1cc(Cl)ccc1Cl)N1CCNC1=O | -7% | 1 | 0.8 | 2% | 12% | 4% | -8% | -1%
14 | COc1ccc(CCNC(=O)C(=O)NCC2OCCN2S(=O)(=O)c2ccc(F)cc2)cc1 (stereo not given) | 15% | -24 | -2.1 | -11% | -11% | -15% | 3% | 5%
15 | Cc1noc(NC(=O)c2ccccc2C(F)(F)F)c1C#N | -17% | -1 | -4.3 | 12% | -3% | -6% | -12% | -17%[57.1 µM]
16 | Cc1ccc(CNC(=O)CN(Cc2ccccc2)S(C)(=O)=O)cc1 | -13% | 6 | -3.0 | 7% | -2% | -7% | 22% | 3%[57.1 µM]
17 | O=C(CN1C(=O)NC2(CCCCC2)C1=O)Nc1cccc(Cl)c1Cl | -16% | 3 | 0.2 | 7% | -6% | -4% | -22% | -2%
18 | O=C(/C=C/c1ccccc1)N(c1ccccn1)C1CCCCC1 | 2% | 0 | 1.7 | 6% | -2% | -12% | 14% | -1%
19 | COc1ccc2nc(NC(=O)CSc3nc4ccccc4o3)sc2c1 | -10% | 3 | -0.8 | -1% | 7% | -16% | 4% | -3%
20 | COCCN(CCOC)c1ncnc2c1cnn2-c1ccc(Cl)cc1 | -5% | . | -1.6 | 10% | -1% | -4% | 27% | -6%
21 | COc1ccc(/C(C)=N/Nc2ccc(C(=O)O)cc2)c(OC)c1 | 13% | -4 | 1.9 | -8% | -12% | 3% | 20% | -29%[57.1 µM]
22 | CCOc1ccc(C(CC(=O)O)n2cnnn2)cc1OC (stereo not given) | 5% | 3 | -0.5 | 20% | -14% | -14% | 6% | -28%
23 | CCOc1ccccc1C(=O)Nc1cc(OC)ccc1OC | -25% | 5 | -0.7 | 13% | -17% | -7% | . | -25%
24 | C#CCNC(=O)C1=C[C@@H](c2ccc3c(c2)OCO3)C[C@@H](OCc2ccc(CO)cc2)O1 | -2% | -1 | 0.0 | 0% | -6% | -12% | 10% | -31%
25 | COc1cccc(N2C(=O)CC(N3CCN(CCN=CC4=C(O)CC(C)(C)CC4=O)CC3)C2=O)c1 (stereo not given) | -5% | -2 | 0.1 | -3% | 3% | -5% | 14% | -1%
26 | Cc1nnc(SCc2cc(=O)oc3ccc4ccccc4c23)n1Cc1ccccc1 | -6% | -17 | -0.7 | -5% | 4% | -14% | . | 6%
27 | COC(=O)CCCCC(=O)C1C(=O)CC(C)(C)C(C(=O)OC)C1=O (stereo not given) | 2% | 10 | -0.2 | -13% | -9% | 1% | -8% | -11%
28 | COC(=O)c1c(C)[nH]c(O)c1C=Nc1ccc(Oc2ccccc2)cc1 | 6% | -3 | -3.8 | 0% | -2% | -16% | 12% | -2%
29 | COC(=O)c1ccc(-c2noc(CN(C)Cc3ccncc3C)n2)cc1 | 6% | 1 | -1.7 | -1% | 0% | 6% | -7% | -2%
30 | CC(=O)c1ccccc1NC(=O)COC(=O)c1ccccc1NC(=O)c1ccccc1 | -6% | 9 | -0.4 | 8% | -20% | -5% | . | -30%
31 | CCC(=O)Nc1nnc(S(=O)(=O)N2c3ccccc3CC2C)s1 (stereo not given) | ? | -2 | 2.3 | -7% | 2%&-15% | -9% | -9%&-27% | -1%
32 | Cc1cccc(C(=O)N[C@H](C(=O)NCCc2ccc(Cl)cc2)C(C)C)c1 | -5% | 2 | 0.8 | -5% | 8% | -5% | -5% | 8%
33 | CCCCNC(=O)NCC(=O)Nc1ccc(F)c(F)c1 | 0% | 6 | 0.1 | -1% | -1% | -24% | -10% | -5%
34 | O=C(/C=C/c1ccccc1)OCCN=C1NS(=O)(=O)c2ccccc21 | ? | -2 | 1.5 | -11% | -18% | -3% | 7% | 1%
35 | CCN1C(=O)[C@@H]2[C@@H](c3ccc(-c4ccc5c(c4)OCO5)c(OC)c3)N3CCCC[C@@]3(C(=O)OC)[C@@H]2C1=O | -4% | -1 | -0.2 | -3% | 12% | -17% | 33% | -6%
36 | CCn1c(C)cc(C(=O)CSc2nnnn2C2CCCC2)c1C | 5% | -7 | 0.0 | -3% | 4% | -6% | . | 13%
37 | O=S(=O)(c1ccc(Cl)cc1)c1cnc(-c2cccnc2)nc1-c1ccccc1 | 3% | -1 | -2.0 | 3% | -14% | -4% | -10% | 11%
38 | COc1cc2c(c(OC)c1O)C(=O)CO2 | -16% | -6 | 0.6 | -1% | 8% | -12% | -19% | -2%
39 | COc1ccc(-c2cc(C(F)(F)F)n3nc(C(=O)N4CCCCC4)cc3n2)cc1OC | 6% | -17 | -0.1 | 5% | -10% | -8% | 26% | 2%
40 | COCCCNc1oc(-c2ccccc2F)nc1C#N | -8% | -2 | -2.7 | -4% | 4% | 24µM* | -24% | 4%
41 | COCCn1c(Sc2ccccc2)nc2c1c(=O)[nH]c(=O)n2C | 6% | -3 | -3.2 | -8% | 10% | -1% | -10% | 12%
42 | Cc1nn(C(=O)N2CCOCC2)c(C)c1C | 3% | -1 | 0.2 | 4% | 15% | -15% | 5% | -3%
43 | COc1ccc(C(=O)C(C)OC(=O)CN2C(=O)c3ccccc3C2=O)cc1 (stereo not given) | -21% | -3 | 0.0 | 22% | -14% | -3% | 8% | -8%
44 | CC(C)(C)OC(=O)CNC(=O)c1[nH]cnc1C(=O)N[C@@H](CCCCN)C(=O)OC(C)(C)C | -15% | 0 | 1.9 | -12% | -8% | -17% | 0% | ?
45 | Cc1nn(C)c(Oc2ccccc2)c1CCNC(=O)C(C)(C)C | -19% | 6 | -0.6 | 13% | 13% | 4% | -46% | -5%
46 | O=C(Cn1nnc2ccccc21)OCC(=O)c1ccccc1 | -17% | -7 | -0.5 | 1% | 12% | -5% | 6% | 4%
47 | O=C(CN1C(=O)COc2ccc(S(=O)(=O)N3CCCCC3)cc21)NCc1ccccc1Cl | -30% | 1 | -4.0 | -3% | 2%&-4% | -12% | -5%&15% | -3%
48 | O=C(OCc1cccc([N+](=O)[O-])c1)c1ccncc1 | -6% | -8 | -0.4 | -6% | -1% | -2% | 25% | -2%
49 | O=C(Nc1ccc2nc(-c3ccccc3)oc2c1)c1ccco1 | 0% | 2 | -1.6 | -1% | -5% | -9% | 24% | 2%
